Screening data from PubChem BioAssay.
Phagocytosis inh – inhibitors of macrophage phagocytosis, primary screen, imaging, J774A.1 cells, IgG beads; hit rate 0.07% among 110,000; AID 1029, 2008; J774A.1 macrophage IgG-bead phagocytosis; inhibition, % at 5 µM;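 active means inhibition above the mean of the plate negative controls plus 5 SD, cut at about 13% in these data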;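 further: phagocytic index as fraction of beads internalized from green versus red external bead signal; plate controls were DMSO negative control for no effect and cytochalasin-D positive control for full effect; some results beyond the cut were filed as inactive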
Yeast growth inh – growth inhibitors of yeast BB579 in restrictive medium, primary screen, yeast lifespan-shortening project, S. cerevisiae | OD615, 48 h | inhibition, % at 10 µM | hit rate 0.51% among 140,000;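 active means inhibition above a set limit, 3 SD over the mean compound inhibition, cut at about 44% in these data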; further: inactives centre near -24
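Test system: Saccharomyces cerevisiae DeaD strain BB579, replicative lifespan model yeast | Buffer or medium: Restrictive CSMM-D medium | Doses: One dose, 10 µM compound with 0.25% DMSO | Incubation: 48 h exposure, 30 °C | Detection: Culture absorbance at 615 nm | Control set: Amphotericin B at 10 µg/mL as positive control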
MRP-1 activ – H69AR viability gain despite doxorubicin, primary screen, MRP-1 activator project, H69AR cells, CellTiter-Glo. viability rescue. viability increase, % at 10 µM. hit rate 0.61% among 140,000. AID 799, 2007;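 active means viability gain under doxorubicin at or above a set limit, the compound median plus 3 SD, cut at about 4.7% in these data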;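 further: MRP-1 overexpressing cells given doxorubicin 25 µM after compound pretreatment; 18-22 h compound pretreatment then 72 h with doxorubicin before readout; 0% = doxorubicin-only wells and 100% = vehicle-treated cells without doxorubicin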
HCT116 PTEN-null – growth suppression of PTEN-null HCT116, primary screen, cell-based, CellTiter-Glo | HCT116 PTEN-null viability, 60 h; stronger effect = lower value | viability, % at 10 µM | hit rate 1.2% among 140,000;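 active means viability at or below a set limit, 4 SD under the median of all tested compounds, cut at about 3.7% in these data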;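 further: PTEN knockout HCT116 line with beta catenin targeted HCT116 as companion control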
Measles CPE – compounds protecting cells from measles virus cytopathic effect, primary screen, measles RdRp inhibitor project, single point, MLSMR library, absorbance. Measles virus-infected cells, CPE protection. protection (pct of control), % at 4 µM. hit rate 1.5% among 140,000. AID 841, 2007; in the data active means protection mostly above about 24%, no sharp cut-off; inactive means mostly below about 26%; further: some compounds called inactive have numbers as strong as hits
E-sel TNF inh – E-selectin induction blockers in HUVEC – imaging, immunofluorescence, high content, primary screen; HUVEC TNFa-induced E-selectin immunofluorescence; inhibition, % at 2 µM; hit rate 0.71% among 120,000; AID 1246, 2008;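 active means inhibition above the batch mean plus 3 SD, and confirmed as a hit on visual image review, cut at about 43% in these data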;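 further: 0% = TNF-stimulated DMSO wells and 100% = unstimulated control wells; not every result past the cut was called active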
bCat KO growth – primary screen for growth suppressors in beta-catenin knockout HCT116 cells (colon tumor, human). AID 818, 2007. HCT116 beta-catenin knockout viability, CellTiter-Glo, 60 h; stronger effect = lower value. viability, % at 10 µM. hit rate 1.5% among 140,000;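 active means viability at or under a set limit, the compound median less 4 SD, cut at about 6% in these data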;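 further: 0% = Hyamine 1622 control at 20 µM and 100% = untreated cell control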
NPY-Y2 antag – NPY-Y2 receptor antagonists, primary screen, cell-based; Neuropeptide Y receptor type 2 (Homo sapiens), P49146; NPY-Y2 expressing cells, antagonist mode; inhibition, % at 2.7 µM; hit rate 0.99% among 140,000; AID 793, 2007; in the data active means inhibition above about 17%;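 further: 0% = vehicle with agonist challenge and 100% = reference antagonist with challenge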
Target sequence (P49146 whole entry, looked up): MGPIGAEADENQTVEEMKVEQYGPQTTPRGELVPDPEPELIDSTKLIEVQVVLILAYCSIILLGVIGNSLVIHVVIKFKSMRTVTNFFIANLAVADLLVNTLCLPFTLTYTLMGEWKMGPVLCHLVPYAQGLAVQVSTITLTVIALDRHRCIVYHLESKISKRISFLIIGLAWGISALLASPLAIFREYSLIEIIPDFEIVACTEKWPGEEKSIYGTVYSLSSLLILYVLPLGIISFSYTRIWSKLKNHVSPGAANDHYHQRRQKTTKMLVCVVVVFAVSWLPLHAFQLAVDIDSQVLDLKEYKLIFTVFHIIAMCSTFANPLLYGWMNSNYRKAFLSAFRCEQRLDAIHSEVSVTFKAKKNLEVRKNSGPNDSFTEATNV
GALR2 antag – GALR2 antagonists in receptor-expressing cells, primary screen. antagonist mode. inhibition, % at 4 µM. hit rate 0.39% among 140,000; in the data active means inhibition above about 27%;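 further: cells stimulated with galanin 1-16 at roughly its EC80; 0% = agonist challenge control and 100% = basal control without agonist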
Target sequence (O43603 whole entry, looked up): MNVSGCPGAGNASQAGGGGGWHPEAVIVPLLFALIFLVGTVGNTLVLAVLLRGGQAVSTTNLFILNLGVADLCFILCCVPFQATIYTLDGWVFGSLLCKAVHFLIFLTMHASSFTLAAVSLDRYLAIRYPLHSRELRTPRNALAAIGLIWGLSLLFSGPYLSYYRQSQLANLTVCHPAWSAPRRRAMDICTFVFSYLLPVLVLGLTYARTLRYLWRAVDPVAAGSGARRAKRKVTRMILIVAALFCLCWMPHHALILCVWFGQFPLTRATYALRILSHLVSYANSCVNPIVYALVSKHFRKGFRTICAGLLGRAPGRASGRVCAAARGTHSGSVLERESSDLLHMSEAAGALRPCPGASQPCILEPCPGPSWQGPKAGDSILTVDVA
Yeast life ext – compounds extending yeast replicative lifespan, primary screen, S. cerevisiae, OD615 | hit rate 0.68% among 130,000 | S. cerevisiae growth with nicotinamide; deaD strain in restrictive glucose medium | inhibition of the nicotinamide effect, % at 10 µM;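 active means inhibition above a set limit, placed 3 SD over the median of all compounds, cut at about 26% in these data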;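 further: 0% = nicotinamide-treated wells and 100% = cells grown without nicotinamide; some compounds called inactive have numbers as strong as hits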
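Assay system: engineered S. cerevisiae DeaD replicative-lifespan strain, galactose-grown log-phase cells; Buffer or medium: CSMM-D glucose medium, restrictive; Probe or stimulus: nicotinamide 1.5 mM; Compound: single dose 10 µM compound, 0.25% DMSO; Schedule: 4 h preincubation then 48 h treatment at 30 °C; Technique: OD615 measurement.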
* = called active by the depositor; nt = not tested or not shown; & = joins results of further samples.

SMILES	Phagocytosis inh	Yeast growth inh	MRP-1 activ	HCT116 PTEN-null	Measles CPE	E-sel TNF inh	bCat KO growth	NPY-Y2 antag	GALR2 antag	Yeast life ext
COc1ccc(/C=C/C(=O)NCCCn2ccnc2)cc1	-4	-25	-0.9	93	2	-1	95	-1	-7	0
COC(=O)c1ccc(NC(=O)Cc2ccc(C)cc2)cc1	2	-15	-2.3	83	5	26	92	-1	8	-9
COc1ccc(NC(=O)c2cc(C)on2)cc1OC	0	-37	0.3	98	0	16	93	-1	4	-7
COc1ccc(OCC(=O)Nc2cccc(C(C)=O)c2)cc1	0	4	-0.5	94	5	nt	89	0	1	-8
CC(C)c1nnc(NC(=O)CCC(=O)N2CCN(C3CCCCC3)CC2)s1	0	-30	-2.9	101	8	21	97	2	6	-15
Cc1c(NC(=O)CCN2C(=O)c3ccccc3C2=O)c(=O)n(-c2ccccc2)n1C	3	-33	-1.1	91	23	-21	87	3	-2	-8
Cc1ccc(S(=O)(=O)N(C)CC(=O)N2CCc3ccccc32)cc1	2	-20	-1.0	94	1	-14	78	6	-3	0
CCOC(=O)c1cnn(-c2nc(CC)nc3sc4c(c23)CCC4)c1N	-1	-47	0.2	110	1	nt	104	-1	2	-11
O=C(CN1CCN(Cc2ccc3c(c2)OCO3)CC1)N1CCc2[nH]c3ccccc3c2C1	-1	-10	-3.9	93	11	nt	91	2	2	-4
COc1cc2[nH]c(=O)n(Cc3ccc(C(=O)NCCCN4CCN(C)CC4)cc3)c(=O)c2cc1OC	0	-10	-0.8	99	6	-8	88	-1	-10	-21
O=C1/C(=C/c2cccs2)N=C(c2cccs2)N1Nc1ccccc1	0	-82	2.2	67	10	10	70	0	14	9
O=C(NCc1ccccc1)c1cc(=O)[nH]c2ccccc12	0	-33	-2.5	97	22	8	88	-3	-4	-3
CCOc1ccc(NC(=O)c2ccco2)c([N+](=O)[O-])c1	-16	-12	-2.8	64	6	nt	61	9	7	-8
Cc1ccc2c(Cl)cc(Cl)c(OCC(=O)Nc3ccc(C)c(S(=O)(=O)N(C)C)c3)c2n1	-11	-8	-1.3	65	18	nt	69	0	-9	9
Cc1ccc(NC(=O)C(=O)c2c(-c3ccccc3)cc3ccccn23)cc1S(=O)(=O)N1CCOCC1	nt	-36	4.8*	71	7	-5	76	4	2	-1
CN(C(=O)COC(=O)c1nc(-c2ccccc2)n(-c2ccccc2)n1)C1CCS(=O)(=O)C1 (stereo not given)	-3	-9	0.1	92	33	-13	100	1	2	-10
O=C(Nc1ccccc1)c1nn(-c2ccccc2)c(=O)cc1C(F)(F)F	-2	-13	-2.1	30	9	12	69	1	8	-13
C=CCn1c(COc2ccc(Cl)cc2)nnc1SCC(=O)NCC(=O)OCC	0	-39	-0.1	100	9	-4	94	2	-12	-11
CCCn1c(=O)c(F)cn(Cc2ccc(OC)c([N+](=O)[O-])c2)c1=O	nt	-56	-0.4	106	27	13	88	0	-3	3
COc1ccccc1CNC(=O)CCS(=O)(=O)c1cccc2nonc12	2	-37	-1.6	90	7	-34	101	1	3	-3
O=S(CC(O)COCc1ccc(Cl)cc1)c1ccccn1 (stereo not given)	-1	-19	-1.0	107	18	14	102	-6	-3	-22
CCOC(=O)c1cccc(NC(=O)CCS(=O)(=O)c2cccc3nsnc23)c1	-4	-16	-3.0	101	16	-55	102	-1	10	3
CC(C)(C)NC(=O)c1ccc(NC(=O)C2COc3ccccc3O2)cc1 (stereo not given)	1	-39	2.8	93	20	-20	101	1	10	2
CCOC(=O)N1CCN(C(=O)CSc2nc3c(c(=O)n2-c2ccccc2OC)SCC3)CC1	nt	-24	-4.1	95	21	-13	103	3	7	-19
COC(=O)c1ccccc1NC(=O)NCc1ccccn1	-1	-32	-0.5	93	21	-14	95	2	-1	-24
Next part:
SMILES	Phagocytosis inh	Yeast growth inh	MRP-1 activ	HCT116 PTEN-null	Measles CPE	E-sel TNF inh	bCat KO growth	NPY-Y2 antag	GALR2 antag	Yeast life ext
CN(C)c1ccc(C(=O)OCc2ccc(Br)cc2)cc1	-1	9	1.1	nt	17	-5	120	1	-7	-10
CS(=O)(=O)N(Cc1ccco1)CC(O)Cn1c2ccccc2c2ccccc21 (stereo not given)	-1	-34	-1.2	66	19	-18	66	2	-15	-14
Cc1nc2ccc(-n3ccc(=O)cc3)cc2s1	-2	-31	-1.2	80	18	nt	88	-1	-2	-6
Cc1ccc(S(=O)(=O)N(C)CCCC(=O)NCc2ccc3c(c2)OCO3)cc1	nt	18	-1.2	82	6	1	88	1	0	-8
CCOc1ccccc1N1CCN(S(=O)(=O)c2cccc3nsnc23)CC1	0	-52	-0.9	85	7	9	80	4	-6	-5
Cc1ccc(C23OC(=O)C(C)(C)C2OC(=O)C3(C)C)cc1 (stereo not given)	-1	-9	-3.5	86	6	-12	91	2	-8	-16
CCn1c2ccccc2c2cc(C3C(C#N)=C(C)NC(C)=C3C#N)ccc21	1	-28	-2.7	84	5	nt	89	-2	1	-22
CC1(C)CC(=O)C2=C(C1)OC(N)=C(C#N)C21CCN(C(=O)OCc2ccccc2)CC1	-2	-49	-2.2	80	8	1	74	4	-17	1
O=C1NC2(CCCCC2)C(=O)N1Cc1ccc([N+](=O)[O-])cc1	-6	-40	-2.4	82	15	-38	88	8	-1	5
CCCCn1c(=O)[nH]c(=O)c2c1nc(-c1ccncc1)n2CCOC	0	20	-1.3	87	4	-2	85	2	-9	-13
Cc1ncc([N+](=O)[O-])n1Cc1cccc2ccccc12	-5	-24	-1.8	95	16	7	94	1	-1	9
CCc1cccc(CC)c1N(COC)C(=O)Cn1nnc2ccccc21	0	-45	-0.3	97	13	13	104	4	-8	0
O=C(Nc1ccccc1)N1CCCC1	0	-22	-0.8	101	10	14	90	2	-5	1
CCn1c(NC(=O)Nc2ccccc2OC)nc2ccccc21	0	-25	-2.9	82	3	-39	88	3	20	-12
Cc1ccc(S(=O)(=O)N2CCCOC2CNC(=O)C(=O)NCc2cccnc2)cc1 (stereo not given)	0	-44	-1.2	93	7	nt	98	1	10	9
Cc1nc2ccccn2c1C(=O)NN=C1C2CC3CC(C2)CC1C3	-6	-26	-0.2	102	38*	nt	92	1	2	38*
CCOc1ccc(S(=O)(=O)NCCC(=O)OC(C)C(=O)N2CCc3ccccc32)cc1 (stereo not given)	nt	-43	-4.5	80	54*	10	71	7	10	8
Cc1ccsc1/C=N/n1c(-c2ccco2)n[nH]c1=S	2	-41	-0.8	102	7	-16	105	4	5	-5
O=C(Cc1c(O)c2ccccc2[nH]c1=O)NCc1ccccc1	nt	14	-1.8	95	9	8	93	-1	10	-12
Cc1c(-c2ccco2)[n+](=O)c2c(n1[O-])CCC2	0	-2	1.1	97	19	nt	93	0	-6	-1
CSCc1cc(N2CCOCC2)nc(SCc2ccc(Cl)c(Cl)c2)n1	0	-19	-6.3	76	4	-14	83	2	0	-5
CCOC(=O)c1[nH]c2ccc(F)cc2c1NC(=O)C1=COCCO1	-1	-36	-1.6	106	6	24	99	-1	8	-29
Cc1cc(=O)oc2cc(OC(C)C(=O)O)c(Cl)cc12 (stereo not given)	0	-53	1.7	111	18	nt	117	-1	6	9
O=C(COc1ccc(S(=O)(=O)NC2CCCCC2)cc1Cl)Nc1ccc2c(c1)OCO2	-1	0	-0.6	71	-1	-5	79	1	0	-7
O=C1C(Cl)=C(N2CCOCC2)C(=O)N1CCc1ccccc1	-1	-43	-1.4	85	nt	32	89	3	11	-16
(continued)
SMILES	Phagocytosis inh	Yeast growth inh	MRP-1 activ	HCT116 PTEN-null	Measles CPE	E-sel TNF inh	bCat KO growth	NPY-Y2 antag	GALR2 antag	Yeast life ext
CC(C)C(=O)Nc1ccc(C(=O)NNC(=O)CCc2ccccc2)cc1	4	0	1.1	108	11	nt	97	5	14	1
CC(C)c1nc2n[nH]c(N)c2c2c1CCC2	-1	-24	-2.2	96	25	nt	105	2	4	-10
Cc1ccccc1N1CCN(c2ncnc3c2cnn3Cc2ccc(Cl)cc2)CC1	0	-18	3.5	55	15	-22	24	7	-23	-23
CCCOC(=O)c1ccc(Oc2c(-c3ccc(OCC)cc3O)n[nH]c2C)cc1	-1	-68	-1.3	97	13	nt	103	1	-5	-12
O=C1C(=O)c2ccc(-c3ccccc3)cc2-c2ccccc21	nt	-18	-4.6	0.1*	2	-28	0.1*	-1	4	nt
CN(C)c1ccc(N=c2sc3ccccc3n2C)cc1	0	-36	-0.8	92	12	-11	100	0	3	-11
Fc1cccc(F)c1/C=C/c1ccc2ccccc2n1	-7	-14	-4.7	58	9	nt	61	6	17	-8
COC(=O)c1ccc(NC(=S)NNC(=O)CC(C)C)cc1	-4	-2	0.3	104	11	-10	96	2	-8	-2
NS(=O)(=O)c1ccc(CNC(=O)NC2(c3ccccc3)CC2)cc1	0	-1	-2.1	91	22	49	98	0	-14	-1
Cc1ccc(N(CC(O)CN2CCOCC2)S(=O)(=O)c2ccc3ccccc3c2)cc1 (stereo not given)	-2	-34	-3.6	31	5	-7	20	4	-6	-8
Cn1c(CSc2ncccn2)nnc1SCC(=O)N1CCCCC1	0	-28	-0.9	99	14	-12	96	1	5	0
COc1cc2c(cc1OC)C1=NC(=O)CN1C(SCc1ccccc1C)=N2	nt	-28	-2.9	69	18	31	69	0	12	-4
CCCCCCNc1cc(C)oc(=O)c1C(C)=O	-3	-46	-0.1	81	7	-23	77	4	2	-2
CN=c1scc(-c2cccs2)n1/N=C/c1ccc(O)c(O)c1O	2	-19	-5.1	76	13	1	57	1	5	-6
COc1ccc(S(=O)(=O)CCC(=O)O)cc1	0	-25	-0.5	109	7	31	99	1	1	1
COc1ccc(NC(=O)C2C3C=CC(C3)C2C(=O)NCc2ccco2)cc1 (stereo not given)	0	-11	-4.0	89	5	-14	83	2	-1	-24
O=C(NCCOc1ccccc1F)c1cc(F)c(F)cc1Cl	-5	-49	-1.5	96	33*	-7	100	4	-3	0
COc1ccc(Cn2nnnc2C(c2cccs2)N2CCCCCC2)cc1 (stereo not given)	1	-5	-1.8	64	1	-27	63	6	-4	-4
CCN(CC(=O)NCc1ccc(F)cc1)Cc1nc2cc(Cl)ccc2c(=O)[nH]1	2	-22	-2.1	99&87	11	34	91	0	-11	-8
CCCCNC(=S)NNC(=O)c1csc(C)c1CC	1	-31	0.2	97	12	-17	92	6	1	1
COc1cc(CNCCO)ccc1OC1CCCC1	-1	-8	-0.3	108	12	12	115	4	1	-9
COC(=O)C(NNc1ccccc1)(NC(=O)c1ccccc1F)C(F)(F)F (stereo not given)	nt	-34	-0.7	76	17	1	76	1	8	2
